Lipid storage S3: qHTS Assay for Lipid Storage Modulators in Drosophila S3 Cells; AID 2685; hit rate 0.64% among 320,000; Drosophila S3 cells, BODIPY lipid droplet fluorescence, 18-24 h; cells fed with added oleic acid; lipid storage change, negative = inhibition, % at the top dose, mostly 46.1 µM; hits show Potency in µM; active = well fitted inhibition curve with a large enough effect in the signal ratio, with a control signal flat, not every such curve was filed as active; inconclusive = small, poorly fitted or top-dose-only effect, or effect the other way, or a change in a side signal; the % refers to the signal ratio
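Laser-scanning cytometry quantifies lipid droplet accumulation (500–530 nm total intensity; droplet/cell object ratio) in oleic acid-fed (400 uM added) Drosophila S3 cells treated with a concentration series. 20 uM Triacsin C defined 100% inhibition.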
Lipid storage S3 cell count max: second read-out of Lipid storage S3, no call of its own (marks repeat the call); cell number change, %; measured here: cell count max response;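 cells counted by Cell Tracker Red CMTPX staining in the red channel; peak over a dose series mostly up to 46.1 µM; percent activity relative to internal control wells on each plate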
Starred values were filed as active, the others as inactive; i = inactive; ? = inconclusive; nt = no result given; [ ] = remark or other dose. % is set by controls: 0 for no effect and ±100 for the full control effect; potency is the fitted concentration of half-maximal effect. A portion of the library; count on the stated rates, not on these rows.

SMILES | Lipid storage S3 | Lipid storage S3 cell count max
CCN(CC)CCCN(C(=O)c1ccc(OC)cc1)c1nc(-c2ccc(OC)cc2)cs1 | i | -8
O=c1[nH]c2cc(Cl)ccc2n1-c1ccccc1 | 2% | 5
O=C(CSc1nnc(-c2ccccc2)c2ccccc12)NCCN1C(=O)CSC1=O | ? | nt
COC(CNC(=O)C(=O)NCC1CCCN1S(=O)(=O)c1cccs1)OC (stereo unspecified) | -21% | nt
CCc1ccc(CCC(=O)Nc2ccc(C(=O)O)cc2)o1 | i | -12
O=C(N/N=C/c1cccc([N+](=O)[O-])c1)c1cc[n+](CCO)cc1 | i | -13
CC(=O)CSc1nnc(CN2C(=O)CSc3ccc(C(F)(F)F)cc32)n1C | 11% | 10
COc1ccccc1/C=C/C=N/NC(=O)CCn1cnc2ccccc21 | 0% | -11
Cc1c(-c2ccc(OCc3ccccc3)cc2)nc2ccccc2c1C(=O)O | ? | nt
Clc1cccc(-c2ccc(C=Nc3ccc(N4CCOCC4)cc3)o2)c1 | -21% | -1
Cn1c(SCC(=O)c2ccccc2)ncc(C(=O)Nc2ccccc2)c1=O | 5% | -12
CCCCN1C[C@H](Cc2ccccc2)[C@@H](CC(=O)NCc2ccc(OC)cc2)C1=O | -12% | 3
CC(C)CN(C1CCS(=O)(=O)C1)S(=O)(=O)c1ccc2ccccc2c1 (stereo unspecified) | i | -15
COc1ccc(CCN(C)Cc2c(O)ccc3cc(Br)ccc23)cc1OC | ? | nt
Nc1nc(N2CCN(C(=O)c3ccco3)CC2)nc2ccc(Br)cc12 | ? | nt
O=C(Nc1cc(S(=O)(=O)N2CCOCC2)ccc1N1CCCC1)c1ccc(Cl)cc1 | ? | nt
Cc1ccccc1N1CCN(S(=O)(=O)c2nnc(NC(=O)c3ccco3)s2)CC1 | ? | nt
CC(=O)c1ccccc1NS(=O)(=O)c1c(C)nn(-c2ccccc2)c1C | ? | nt
COc1cc(OC)cc(C(=O)NCCNC(=O)c2ccccn2)c1 | 19% | -8
COc1ccc(C2=NS(=O)(=O)N(C)C(C(=O)NCc3ccc4c(c3)OCO4)=C2)cc1 | 6% | 5
O=C(CCS(=O)(=O)Cc1ccccc1F)NCCCN1CCCCC1 | i | 23
Fc1ccc(-n2nnc(-c3ccccc3Cl)n2)cc1 | ? | nt
C/C(=N\Oc1cccc(F)n1)c1ccc(Cl)cc1Cl | ? | nt
CCc1ccc(OCC(=O)Nc2nnc(C3CCCC3)s2)cc1 | ? | nt
O=C(NCCN1CCCCC1)c1ccc(/C=N/O)nc1 | ? | nt
Cc1ccc(S(=O)(=O)N2CCC(C(=O)NNC(=O)c3ccccc3)CC2)cc1 | ? | nt
CC(O)CNc1nc(Cl)c(C#N)s1 (stereo unspecified) | 5% | 26
CC(=O)Nc1ccc(NC(=O)c2ccc(NS(=O)(=O)c3cc(C(C)(C)C)cc(C)c3C)cc2)cc1 | ? | nt
Cc1c(C)c2c(OCC(=O)Nc3cccnc3)cc3c(c2oc1=O)CCC(C)(C)O3 | ? | nt
COC(=O)c1cc2c(C)nn(C)c2s1 | 4% | 12
CC(C)NC(=O)c1ccc(-c2cccc(C(F)(F)F)c2)o1 | -12% | 8
COc1cc(/C=C2\CC/C(=C\c3ccc(OCCO)c(OC)c3)C2=O)ccc1OCCO | 16µM* | 12*
CCS(=O)(=O)c1ncc(Cl)c(C(=O)Nc2ccc(S(=O)(=O)N3CCCC(C)C3)cc2)n1 (stereo unspecified) | 0.15µM* | -27*
CN1CCN(c2nc3c(c(=O)[nH]c(=O)n3C)n2Cc2ccc([N+](=O)[O-])cc2)CC1 | ? | nt
Cc1cn(S(=O)(=O)c2ccccc2[N+](=O)[O-])cn1 | -14% | -1
COC(=O)c1[nH]c(C)c(/C(O)=C2\C(=O)C(=O)N(CCN3CCOCC3)C2c2ccc(C)o2)c1C (stereo unspecified) | 12% | 19
COc1ccc(CCN2C(=NC(=O)CCC(=O)O)SC3CS(=O)(=O)CC32)cc1OC (stereo unspecified) | 8% | 15
CNc1c(NC(=O)COc2ccc(Cl)cc2)c(=O)oc2ccccc12 | i | 9
Cc1ccc(NCc2nnc(SCC(=O)c3ccccc3)o2)c(C)c1 | ? | nt
N#C/C(=C\c1ccncc1)c1ccc(NC(N)=O)cc1 | ? | nt
COc1ccc(NC(=O)CSc2nnc(C3CC3)n2C)cc1 | -2% | 16
CCCCC(c1nnnn1Cc1ccco1)N1CCN(C(=O)c2ccco2)CC1 (stereo unspecified) | i | -8
Cc1ccc(/C=N/NC(=O)NC2CCCCC2)o1 | i | 21
CCS(=O)(=O)c1ccc2oc(Nc3ccc(OC)c(OC)c3)nc2c1 | ? | nt
O=S1(=O)CC2N=C(N(Cc3ccc(F)cc3Cl)c3ccccc3F)SC2C1 (stereo unspecified) | 5% | -15

6 entries picked at random from the list so far, as already listed:
SMILES | Lipid storage S3 | Lipid storage S3 cell count max
O=C(CSc1nnc(-c2ccccc2)c2ccccc12)NCCN1C(=O)CSC1=O | ? | nt
COc1ccc(C2=NS(=O)(=O)N(C)C(C(=O)NCc3ccc4c(c3)OCO4)=C2)cc1 | 6% | 5
O=C(CCS(=O)(=O)Cc1ccccc1F)NCCCN1CCCCC1 | i | 23
O=C(NCCN1CCCCC1)c1ccc(/C=N/O)nc1 | ? | nt
COC(=O)c1cc2c(C)nn(C)c2s1 | 4% | 12
CCc1ccc(OCC(=O)Nc2nnc(C3CCCC3)s2)cc1 | ? | nt

Carrying on.
SMILES | Lipid storage S3 | Lipid storage S3 cell count max
O=C(CCc1ccccc1)n1nc(-c2ccccc2)nc1NCc1ccco1 | 6% | -20
Cc1cc2c(OCC(O)CN3CCCC3)cccc2[nH]1 (stereo unspecified) | 21% | nt
Cc1ccc2c(c1)C(=O)CCCCC(=O)N2 | 0% | 0
Cc1nn(S(=O)(=O)c2ccccc2)c(C)c1S(=O)(=O)N1CCOCC1 | ? | nt
O=C(NCCC(=O)N1CCN(S(=O)(=O)c2ccccc2)CC1)c1ccc(Br)cc1 | ? | nt
CCC(=O)N1CCc2cc(S(=O)(=O)CCC(=O)O)ccc21 | ? | nt
Cc1ccc(NC(=S)NC(NC(=O)c2ccccc2)C(Cl)(Cl)Cl)c(C)c1 (stereo unspecified) | 13% | 14
CC(C)CN(C(=O)c1cccc(Cl)c1)c1c(N)n(Cc2ccccc2)c(=O)[nH]c1=O | ? | nt
COc1cccc(NC(=O)CN(C)C(=O)c2cc3c(s2)CCCCC3)c1 | ? | nt
CCOC(=O)c1sc(Nc2nc(C)cc(C)n2)nc1C | -8% | 1
O=C(O)C1CCCCC1C(=O)Nc1ccc2c(c1)OCO2 (stereo unspecified) | i | -10
CS(=O)(=O)c1ccc2nc(NC(=O)c3ccc(N4CCCC4=O)cc3)sc2c1 | ? | nt
O=C(N/N=C/c1ccc([N+](=O)[O-])s1)c1cccnc1 | ? | nt
CN(C)CCCN(C(=O)c1cc(-c2cccs2)nc2ccccc12)c1nc2ccc(F)cc2s1 | ? | nt
OCCC1CN(Cc2cccc3c2OCO3)CCN1Cc1ccccc1 (stereo unspecified) | 9% | nt

Next part, starting with the last 2 of the part before.
SMILES | Lipid storage S3 | Lipid storage S3 cell count max
CN(C)CCCN(C(=O)c1cc(-c2cccs2)nc2ccccc12)c1nc2ccc(F)cc2s1 | ? | nt
OCCC1CN(Cc2cccc3c2OCO3)CCN1Cc1ccccc1 (stereo unspecified) | 9% | nt
C/C(=N\NC(=O)CNc1cccc(Cl)c1C)C1CC1 | -6% | -15
Cc1ccc(CNC(=S)N2CCOCC2)cc1 | ? | nt
CCOc1ccc(NC(=O)CN(Cc2ccccc2)S(C)(=O)=O)cc1 | 2% | 4
CC1CCCCN1S(=O)(=O)c1ccc2c(c1)CCN2C(=O)C1CCC1 (stereo unspecified) | -6% | 0
CCOC(=O)C1(C)C=C(Nc2ccc(C)cc2)C(=O)N1c1ccc(C)cc1 (stereo unspecified) | 4% | -19
Cc1ccc(C[n+]2cc(-c3ccc(Cl)cc3)n3c2CCC3)cc1 | -10% | -12
Cc1nnc(SCC(=O)Nc2nc(-c3ccc(F)cc3)cs2)[nH]c1=O | -11% | -11
CCN=C1NN=C(c2cc(C)n(CCc3ccccc3)c2C)CS1 | 3% | 5
C/C(=N\NC(=O)Cc1cccn1C)c1ccco1 | ? | nt
Cc1c(C(=O)OCC(=O)N2CC(C)CC(C)C2)oc2ccccc12 (stereo unspecified) | ? | nt
CCOC(=O)Cc1csc(NC(=O)/C=C/c2ccco2)n1 | ? | nt
Cc1ccc(-c2nc(C=Nc3ccccc3)c(O)o2)cc1 | ? | nt
Nc1ccc(N2CCN(CCCCN3C(=O)C4CCCN4C3=O)CC2)cc1 (stereo unspecified) | ? | nt
O=C(NCC(=O)N1CCOCC1)c1ccc(Br)o1 | -17%[0.0737 µM] | nt
CCN1CCN(S(=O)(=O)c2ccc(Cl)c(C(=O)N(C)Cc3ccco3)c2)CC1 | 14% | 2
CC(=O)c1ccc(NC(=O)CCC(=O)N2CC(C)Oc3ccc(C)cc32)cc1 (stereo unspecified) | -15% | nt
CCCCNC(=S)NNC(=O)C12CC3CC(CC(C3)C1)C2 | ? | nt
CNc1nnc(-c2ccc(C)cc2)c2ccccc12 | ? | nt
CCOc1ccccc1NC(=O)C(OC(=O)c1ccc(O)cc1)c1ccccc1 (stereo unspecified) | ? | nt
CCN1CCN(S(=O)(=O)c2ccc(Cl)c(C(=O)NC3CCCC3)c2)CC1 | ? | nt
NNC(=O)c1cccc(COCC(F)(F)C(F)F)c1 | 7% | 9
COCc1cc(=O)[nH]c(Nc2nc3ccc(C)cc3o2)n1 | ? | nt
Nn1c(SC/C=C/c2ccccc2)nnc1-c1ccncc1 | 24% | 0
Cc1oc(-c2cccc(F)c2)nc1CN(Cc1ccccc1)C[C@@H]1CCC(=O)N1 | 1% | -6
COc1nc(Nc2ccc3c(c2)OCO3)nc(OC)n1 | ? | nt
CC(C)C(=O)Nc1ccc(-c2nc3cccnc3o2)cc1 | ? | nt
O=C(COC(=O)CCNS(=O)(=O)c1cccs1)Nc1cc(C(F)(F)F)ccc1Cl | 1% | -4
COc1ccccc1Sc1nc(-c2ccccn2)ncc1OC | ? | nt
CC1=Nc2ccccc2N=C(NC(=O)c2ccccc2)C1c1ccc(Cl)cc1 (stereo unspecified) | -6% | -6
NNC(=O)CN1CCN(c2ncc(C(F)(F)F)cc2Cl)CC1 | ? | nt

In the list so far, these contain a CF3 group.
SMILES | Lipid storage S3 | Lipid storage S3 cell count max
CC(=O)CSc1nnc(CN2C(=O)CSc3ccc(C(F)(F)F)cc32)n1C | 11% | 10
CC(C)NC(=O)c1ccc(-c2cccc(C(F)(F)F)c2)o1 | -12% | 8
O=C(COC(=O)CCNS(=O)(=O)c1cccs1)Nc1cc(C(F)(F)F)ccc1Cl | 1% | -4
NNC(=O)CN1CCN(c2ncc(C(F)(F)F)cc2Cl)CC1 | ? | nt

Continuation:
SMILES | Lipid storage S3 | Lipid storage S3 cell count max
Cc1ccccc1-n1cc(CNCc2c(C(=O)N(C)C)nc3ccc(Cl)cn23)cn1 | ? | nt
Cc1cccc(-c2ccc3ncnc(N(C)Cc4ccco4)c3c2)c1 | 17% | -21
CCN(CC)CCN(C)c1ccc(N2C(=O)C3CC=CCC3C2=O)cc1[N+](=O)[O-] (stereo unspecified) | 7% | nt
CC(OC(=O)Cc1c(F)cccc1Cl)C(=O)NC1(C#N)CCCCC1 (stereo unspecified) | ? | nt
O=C(Nc1cccnc1)c1ccc2c(c1)C(=O)N(Cc1cccnc1)C2=O | i | 8
Cc1ccc2c(c1)NC(=O)[C@@]1(C)[C@@H](c3ccccc3)[C@H]3COc4ccccc4[C@@H]3N1C2=O | 7% | -2
O=C(O)c1ccc2c(c1)OCCOCCOCCOCCOCCO2 | ? | nt
CC1CCC(NC(=O)CN2C(=O)NC3(CCCCC3C)C2=O)CC1 (stereo unspecified) | ? | nt
CCOC(=O)c1cn(CC)c2cc3c(cc2c1=O)OCO3 | ? | nt
COc1ccc(CNC(c2ccccc2)c2ccc(Cl)cc2)cc1 (stereo unspecified) | ? | nt
Cc1cccc(C)c1NC(=O)N1C(C(=O)O)CSC1C(=O)O (stereo unspecified) | i | 24
CC(=O)Oc1ccccc1C(=O)N1CCN(S(=O)(=O)c2ccc3ccccc3c2)CC1 | ? | nt
COc1ccc(Cl)cc1NS(=O)(=O)c1ccc2c(c1)NC(=O)CCS2 | i | 12
Cn1cccc1/C=N/NC(=O)c1cc2ccccc2cc1O | ? | nt
CC(C)CCN(Cc1ccco1)S(=O)(=O)c1csc(C(N)=O)c1 | i | -18
Cc1ccc2c(c1)C1(C)C(C(C)(C)N2C=O)C1(Cl)Cl (stereo unspecified) | -1% | -6
N#CC1=C(N)N(c2ccc(Cl)c(Cl)c2)C(=O)C1 | ? | nt
CC(C)OC(=O)C1C(=O)CC(C)(O)C(C(=O)OC(C)C)C1c1ccc(F)cc1 (stereo unspecified) | ? | nt
CC(C)CC(COCc1cccc(Cl)c1)N1CCN(C(=O)c2ccc(C(F)(F)F)cc2)CCC1=O (stereo unspecified) | ? | nt
CC(Oc1ccc(Cl)cc1)C(=O)NCCCn1ccnc1 (stereo unspecified) | ? | nt
O=C(NNC(=O)C1CCN(S(=O)(=O)c2ccccc2C(F)(F)F)CC1)c1ccccc1O | ? | nt
N#Cc1ccc(C23CC4(C2)[C@H](CN(CC2CCCCC2)[C@@H]4c2ccccc2)C3c2ccc(Cl)nc2)cc1 (stereo partly specified) | ? | nt
CC(C)NCCCOc1ccc(Cl)cc1Br | ? | nt
COCCn1cnc2c1c(=O)n(CC(=O)Nc1cc(C)on1)c(=O)n2Cc1ccccc1 | ? | nt
